Assay outcomes from PubChem BioAssay.
LGR2 inh: Drosophila LGR2 receptor signaling inhibition; HEK293 LGR2, CRE-luciferase, bursicon-stimulated, 4 h; inhibition, % at 9.99 µM; actives 0.35% (n = 380,000);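 active means drop in luminescence signal, shown as inhibition above about 50% in the replicate tests, limit read from the data, passing the limit was not always enough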;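 further: agonist challenge used bursicon conditioned medium at about half maximal strength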
PglD DTNB: blocks C. jejuni PglD acetyltransferase activity; purified PglD enzyme, DTNB colorimetric CoA detection; inhibition, % at 12.5 µM; actives 0.098% (n = 360,000); in the data active means inhibition above about 16%, passing the limit was not always enough; further: strong numbers were not always called active
ARNT-TACC3 inh: ARNT/TACC3 interaction disruption; Q9Y6A5; AlphaScreen His-ARNT PAS-B/GST-TACC3 binding, luminescence; TACC3 fragment carries E629A point mutation; inhibition, % at 9.99 µM; actives 0.66% (n = 390,000); AID 623870;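 active means mean inhibition of replicates at least 50% and at least half of replicates each reaching 50%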;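 further: 0% = complete ARNT plus TACC3 wells and 100% = ARNT alone without TACC3; many hits fall short of the cut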
PGC1a acetyl inh: modulators of PGC1a acetylation. actives 0.17% (n = 350,000). AID 651687. U2OS PGC1a acetylation, AlphaScreen anti-acetyl-lysine; with virally co-expressed GCN5 acetyltransferase. inhibition, % at 15.6 µM;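 active means every replicate shows inhibition of at least 40%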;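 further: 0% = neutral control wells and 100% = positive control wells; some results beyond the cut were filed as inactive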
GSIS activator: GLuc luminescence reporter in INS-1E cells, primary screen for activators of glucose-dependent secretion of insulin; actives 0.61% (n = 370,000); INS-1E GLuc reporter insulin secretion, 2-3 h; activation, % at 16.6 µM; AID 743287;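 active means lowest replicate activation of at least 40%, so every replicate reaches that level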;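 further: 0% = median of neutral control wells and 100% = median of IBMX positive control wells; some compounds called inactive have numbers as strong as hits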
PAX8 inh HTS: inhibitors of PAX8 transcriptional activity in RMG-I cells | RMG-I TPO-luciferase reporter, SteadyGlo, 24 h | inhibition, % at 12.6 µM | actives 1.2% (n = 360,000);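 active means mean replicate inhibition at least 60% with every replicate also reaching 60%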;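 further: luciferase light reporting Pax8 driven TPO promoter activity; plate controls were median of neutral control wells for no effect and mitoxantrone controls for full effect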
Cneo AK release: Cryptococcus neoformans lysis via adenylate kinase release | C. neoformans lysis, adenylate kinase release luminescence, 4 h; normalised: neutral wells 0, clomiphene wells 100 | lysis activity, % at 15 µM | actives 0.2% (n = 360,000);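 active means mean lysis activity across replicates of at least 80%, whatever share of replicates individually reach that level; inactive means mean lysis activity below 80%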
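Assay system: log-phase C. neoformans yeast / Quantity: yeast cell density of 5 × 10^6 cells/mL / Medium: fresh YPD growth medium / Compound: single dose / Timing: static 4 h at 37 °C with compound, 1 h detection / Measured by: adenylate kinase release luminescence / Read-out: lysis from increased AK signal / Benchmarks: Clomiphene as positive lysis control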
C2C12 statin: suppressors of simvastatin-induced myotoxicity in C2C12 myotubes; actives 0.78% (n = 330,000); ATP luminescence, 48 h; scaled: DMSO 0, geranylgeraniol control 100; rescue of ATP level, % at 7.49 µM;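 active means mean ATP rescue above about 67%, or every replicate alone reaching that limit, limit read from the data, passing the limit was not always enough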;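 further: myotubes were challenged with 10 µM simvastatin during compound exposure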
* marks the source's active call; other numbers are inactive results; · = no result given.

Fields – LGR2 inh	PglD DTNB	ARNT-TACC3 inh	PGC1a acetyl inh	GSIS activator	PAX8 inh HTS	Cneo AK release	C2C12 statin
1: C/C(=N\NC(=O)c1ccc(Cl)cc1)c1cccs1
    8	9	8	3	-12	-73	-14	-4
2: Cn1c(CC(=O)NNC(=O)c2ccc(F)cc2F)nc2ccccc21
    -32	0	-1	2	-30	-9	0	-4
3: CCn1c(SC(C)C(=O)Nc2ccc(N3CCOCC3)cc2)nnc1C1CC1 (stereo unspecified)
    3	0	27	-5	2	-1	2	7
4: COc1ccc2c(CC(=O)NCC3CCC(C(=O)O)CC3)cc(=O)oc2c1 (stereo unspecified)
    ·	-4	-4	6	·	·	-2	·
5: O=C(Nc1ccc(O)cc1)c1ccc(NC(=O)c2ccco2)cc1
    -24	4	-5	0	9	-52	1	-7
6: CC1CC(C)CN(C(=O)Nc2ccccc2F)C1 (stereo unspecified)
    0	·	-12	4	-4	-14	·	1
7: C[C@H](CO)N1C[C@H](C)[C@@H](CN(C)C(=O)CN2CCOCC2)Oc2ncc(C3=CCCCC3)cc2C1=O
    -17	-8	-1	3	23	·	0	4
8: O=C(c1ccco1)N1CCN(Cc2cccc([N+](=O)[O-])c2)CC1
    ·	·	-4	11	2	4	·	·
9: O=C(Cc1cccs1)Nc1ccc(-c2nnc(-c3ccccc3)o2)cc1
    ·	-4	-5	-9	·	·	2	6
10: CCC(=O)Nc1nc2ccccc2n1CCN(CC)CC
    -15	0	-3	5	9	·	-1	-5
11: Cc1ccc2oc(C(=O)N3CCC(O)(c4cccc(C(F)(F)F)c4)CC3)c(C)c2c1
    -9	1	-3	-10	-33	-37	3	8
12: Cc1ccc(S(=O)(=O)Nc2ccc3c(c2)C(=O)N([C@@H](C)CO)C[C@@H](C)[C@@H](CN(C)C(=O)Nc2cccc4ccccc24)O3)cc1
    -7	-1	·	10	0	18	-9	34
13: COc1ccc(CNC(=O)C[C@H]2CC[C@H]3[C@@H](COc4ccc(NC(=O)C(C)C)cc4C(=O)N3C)O2)cc1
    -10	·	·	0	-3	-6	·	-1
14: CC(=O)c1cc(NC(=O)c2cccc(C(F)(F)F)c2)c(=O)oc1C
    16	·	·	0	-68	89*	·	·
15: COc1ccc(C2=NOC(CN3C(=O)c4ccccc4S3(=O)=O)C2)cc1 (stereo unspecified)
    ·	4	0	-9	·	·	-8	-30
16: COc1cccc(CNC(=O)C[C@@H]2CC[C@H](NC(=O)C3CCOCC3)[C@H](CO)O2)c1
    7	1	-12	-2	3	-14	1	-2
17: COC(=O)[C@H]1[C@H](CO)[C@H]2Cn3c(ccc(-c4ccc(F)cc4)c3=O)[C@H]2N1S(C)(=O)=O
    10	2	7	·	11	4	2	-28
18: COc1ccc(-c2nnc(SCC(=O)c3cccs3)o2)c(OC)c1
    -64	-3	17	-4	21	·	-1	13
19: CCCCN=CC1=C(O)C(C(=O)OC)C(C)(C)CC1=O (stereo unspecified)
    ·	1	19	-7	·	·	-4	-2
20: C[C@@H]1CCCCO[C@@H](CN(C)C(=O)Cc2ccccc2)[C@H](C)CN([C@@H](C)CO)C(=O)c2cc(NC(=O)C3CCCCC3)ccc2O1
    -13	2	0	-13	-35	1	-1	·

Looked up above.
For Cneo AK release, O=C(Cc1cccs1)Nc1ccc(-c2nnc(-c3ccccc3)o2)cc1 shows 2
For PAX8 inh HTS, Cc1ccc(S(=O)(=O)Nc2ccc3c(c2)C(=O)N([C@@H](C)CO)C[C@@H](C)[C@@H](CN(C)C(=O)Nc2cccc4ccccc24)O3)cc1 shows 18
For PGC1a acetyl inh, O=C(Nc1ccc(O)cc1)c1ccc(NC(=O)c2ccco2)cc1 shows 0
For PglD DTNB, CCn1c(SC(C)C(=O)Nc2ccc(N3CCOCC3)cc2)nnc1C1CC1 (stereo unspecified) shows 0

Other results follow:
Fields – LGR2 inh	PglD DTNB	ARNT-TACC3 inh	PGC1a acetyl inh	GSIS activator	PAX8 inh HTS	Cneo AK release	C2C12 statin
21: COc1ccc2[nH]c3c(c2c1)CCn1c-3nc2ccccc2c1=O
    ·	2	-16	-8	·	·	8	·
22: COC(=O)c1cc(NC(=O)c2ccc(-c3ccccc3)cc2)ccc1Cl
    -10	-11	-3	·	10	22	-1	·
23: O=C(O)C[C@H]1CC[C@@H](NC(=O)c2ccncc2)[C@@H](CO)O1
    2	3	-1	3	6	-1	8	1
24: CSc1cccc(NC(=O)CCS(=O)(=O)c2cccc3nonc23)c1
    7	2	7	·	34	14	0	28
25: CN(C(=O)C1CCCO1)c1nnc(-c2ccncc2)s1 (stereo unspecified)
    -13	-5	1	-3	0	·	-1	·
26: CN(C)S(=O)(=O)c1cc(C(=O)Nc2ccn(C)n2)c(Cl)cc1Cl
    13	-5	-6	4	8	-16	0	8
27: Nc1nc(CSc2nnnn2-c2ccccc2)nc(Nc2ccccc2)n1
    -10	7	·	·	-1	-2	2	-6
28: COCCNc1nc2nonc2nc1NC(C)c1ccccc1Cl (stereo unspecified)
    -12	·	4	·	7	5	·	·
29: Cc1cc(O)c(C(C)C)cc1C1(c2cc(C(C)C)c(O)cc2C)OC(=O)c2ccccc21
    70*	5	6	-3	-19	89*	-3	36
30: Cc1ccc(NC(=O)C[C@H]2CC[C@H]3[C@@H](COc4ccc(NS(C)(=O)=O)cc4C(=O)N3C)O2)cc1
    11	3	26	1	6	-27	-1	12
31: COc1cccc(/C(O)=C/c2nc3ccc(C(=O)NCCc4cccc(C)c4)cc3[nH]c2=O)c1
    9	-5	-4	3	-33	-2	·	·
32: Cc1noc(C)c1COc1ccc(C(=O)N2CCN(S(=O)(=O)c3ccccc3)CC2)cc1
    21	0	3	-12	-12	10	1	4
33: COc1ccc2[nH]c3c(c2c1)CCN1C(=O)C(CC(=O)NCCc2ccccn2)C[C@H](C(=O)N2CCCCC2)[C@@]31C (stereo partly specified)
    -27	-4	6	-7	0	-9	-1	17
34: [O-][n+]1onc2c1CCc1c-2nn(-c2ccccc2Cl)[n+]1[O-]
    21	·	3	2	4	·	·	·
35: Cc1nnc(NC(=O)c2ccc3ccccc3c2)s1
    -80	-4	1	-2	25	-233	-6	·
36: CC1(c2ccccc2Cl)NC(=O)N(CC(=O)Nc2ccccc2OC(F)F)C1=O (stereo unspecified)
    -11	7	-2	-3	-10	5	0	2
37: CCc1ccc(O)c(-c2cc(C(=O)Nc3cccnc3)[nH]n2)c1
    -80	-7	-8	7	-10	-230	-1	-20
38: CCCn1c(SCC(=O)N2CCCc3ccccc32)nnc1-c1ccccn1
    ·	-2	-1	-10	·	·	-2	9
39: CC(C)N1CC2(CC(c3ccccc3C(F)(F)F)=NO2)CN1C(=O)c1ccc(C(C)(C)C)cc1 (stereo unspecified)
    49	·	·	0	-29	10	·	-15
40: CCCC(c1nnnn1CC(=O)OCC)N(Cc1cc2c(C)cc(C)cc2[nH]c1=O)C1CCCC1 (stereo unspecified)
    ·	5	-5	-13	·	·	-1	-6

Next part; the last 4 above are carried over.
Fields – LGR2 inh	PglD DTNB	ARNT-TACC3 inh	PGC1a acetyl inh	GSIS activator	PAX8 inh HTS	Cneo AK release	C2C12 statin
37: CCc1ccc(O)c(-c2cc(C(=O)Nc3cccnc3)[nH]n2)c1
    -80	-7	-8	7	-10	-230	-1	-20
38: CCCn1c(SCC(=O)N2CCCc3ccccc32)nnc1-c1ccccn1
    ·	-2	-1	-10	·	·	-2	9
39: CC(C)N1CC2(CC(c3ccccc3C(F)(F)F)=NO2)CN1C(=O)c1ccc(C(C)(C)C)cc1 (stereo unspecified)
    49	·	·	0	-29	10	·	-15
40: CCCC(c1nnnn1CC(=O)OCC)N(Cc1cc2c(C)cc(C)cc2[nH]c1=O)C1CCCC1 (stereo unspecified)
    ·	5	-5	-13	·	·	-1	-6
41: O=C(NCc1ccccn1)c1ccc(Cl)c(S(=O)(=O)N2CCCCC2)c1
    9	·	14	-6	-10	5	·	·
42: C[C@@H]1CN([C@H](C)CO)C(=O)c2cc(NC(=O)Nc3ccc4c(c3)OCO4)ccc2O[C@@H]1CN(C)Cc1ccc(Oc2ccccc2)cc1
    4	1	0	5	-15	·	3	·
43: CC(C)N1C(=O)C2C(C(=O)NC3CCCCC3)C3C=CC2(O3)C1C(=O)NC1CCCC1 (stereo unspecified)
    ·	-1	-7	-6	·	·	3	-1
44: CCCCc1nc(N2CCOCC2)c(C#N)c2c1COC(C)(C)C2
    ·	4	29	-1	·	·	5	128*
45: O=C(OC1CCS(=O)(=O)c2sccc21)c1ccccc1 (stereo unspecified)
    -1	-5	-1	1	-9	·	1	-6
46: Cc1ccc(S(=O)(=O)Nc2ccc3c(c2)CC(=O)N([C@@H](C)CO)C[C@@H](C)[C@@H](CN(C)Cc2ccc(-c4ccccc4)cc2)O3)cc1
    -3	4	6	0	0	·	40	29
47: CCOC(=O)[C@@H]1[C@H]2COc3ccc(Br)cc3[C@H]2N2C(=O)N(c3cccc(Cl)c3)C(=O)[C@]12C
    25	5	-4	-11	0	1	1	4
48: Cn1c(=O)n(CCOc2ccc(Cl)cc2Cl)c2ccccc21
    -23	-4	·	-10	-33	·	-3	·
49: C/C(=N\NC(=O)c1ccc(C)cc1)C1C(=O)c2ccccc2C1=O
    ·	2	5	5	·	-52	1	-28
50: COc1ccccc1-c1cc(C(F)(F)F)nc(S(=O)(=O)CCCC(=O)N2CCOCC2)n1
    ·	1	-3	4	·	·	4	90*
51: OC1CCCN(C(=S)Nc2ccc(SC(F)F)cc2)C1 (stereo unspecified)
    -14	·	-5	·	-12	-20	·	·
52: Cc1ccc(-c2n[nH]c3c2CCC3)cc1
    ·	-5	24	-6	·	-48	5	3
53: CC(C)CNc1c(N)n(CC(C)C)c(=O)[nH]c1=O
    15	·	6	32	19	-17	·	-7
54: CCCC[C@@H]1C=C(C(=O)O)[C@H](c2ccc(Cl)c(Cl)c2)N1S(=O)(=O)c1ccc(C)cc1
    5	7	-4	-2	18	-6	5	7
55: COc1ccc(C2C(C(=O)NCC3CCCO3)c3cc(OC)c(OC)cc3C(=O)N2C)cc1OC (stereo unspecified)
    ·	5	-5	18	·	·	3	-3
56: COc1cccc(Cn2cccc(NC(=O)NCc3ccccc3)c2=O)c1
    11	0	1	3	-12	-8	-5	2
